Bioassay records deposited in PubChem BioAssay by National Center for Advancing Translational Sciences (NCATS).
FEN1 inh: inhibitors of human flap endonuclease 1 | Recombinant FEN1 flap cleavage, fluorescence, 15 min | Potency, µM (titrated, usually from 114 µM), inactives show at the highest dose activity change, negative = inhibition, hits mostly inhibitors | 0.35% of 390,000 active; note: nearly all actives have a fitted effect of over 65% in size
Target sequence (P39748 whole entry, looked up): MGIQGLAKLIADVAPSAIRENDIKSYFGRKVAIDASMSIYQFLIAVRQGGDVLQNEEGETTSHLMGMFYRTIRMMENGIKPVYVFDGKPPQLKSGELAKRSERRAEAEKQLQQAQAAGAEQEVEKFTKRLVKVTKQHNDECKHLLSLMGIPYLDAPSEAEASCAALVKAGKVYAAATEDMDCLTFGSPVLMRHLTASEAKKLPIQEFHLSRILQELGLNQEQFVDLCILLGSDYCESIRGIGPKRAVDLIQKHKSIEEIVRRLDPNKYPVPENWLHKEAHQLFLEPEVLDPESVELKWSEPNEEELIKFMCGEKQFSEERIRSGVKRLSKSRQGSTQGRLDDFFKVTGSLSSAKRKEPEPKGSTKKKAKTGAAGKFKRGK
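Enzyme 10 nM, 15 min RT preincubation with compound; start with substrate 50 nM final; reads at 0 and 15 min; qHTS titration, four-parameter Hill fit.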
TDP1 block: inhibitors of human tyrosyl-DNA phosphodiesterase TDP1; recombinant TDP1, AlphaScreen DNA substrate cleavage; Potency, µM (series often up to 130 µM), inactives show top-dose activity change, negative = inhibition, actives largely listed as inhibitors; 0.28% of 350,000 active; note: nearly all actives have a fitted effect of over 40% in size
Target sequence (Q9NUW8 whole entry, looked up): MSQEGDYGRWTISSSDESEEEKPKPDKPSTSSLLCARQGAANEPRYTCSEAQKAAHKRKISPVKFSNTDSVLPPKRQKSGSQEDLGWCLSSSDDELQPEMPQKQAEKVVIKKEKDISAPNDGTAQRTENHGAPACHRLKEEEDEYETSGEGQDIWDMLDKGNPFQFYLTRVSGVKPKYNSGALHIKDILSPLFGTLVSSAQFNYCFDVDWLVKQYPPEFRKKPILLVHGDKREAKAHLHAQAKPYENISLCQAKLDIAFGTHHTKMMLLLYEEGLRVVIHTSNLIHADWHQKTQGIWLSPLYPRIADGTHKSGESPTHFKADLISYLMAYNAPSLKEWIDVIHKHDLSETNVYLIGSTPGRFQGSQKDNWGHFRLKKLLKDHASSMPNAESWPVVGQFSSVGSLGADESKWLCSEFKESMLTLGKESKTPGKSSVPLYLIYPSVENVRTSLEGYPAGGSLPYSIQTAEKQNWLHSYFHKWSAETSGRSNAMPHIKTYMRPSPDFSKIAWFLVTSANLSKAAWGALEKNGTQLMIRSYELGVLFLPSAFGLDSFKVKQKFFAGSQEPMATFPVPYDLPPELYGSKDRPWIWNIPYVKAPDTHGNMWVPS
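E. coli-derived human Tdp1, 1 nM final. Cpd preinc 15 min RT; substrate 15 nM final, 5 min RT; AS bead mix 10 ug/ml final, 10 min RT. Signal loss = tyrosine-FITC cleavage. No-enzyme wells = max signal.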
N370S GC: inhibitors or activators of N370S glucocerebrosidase for Gaucher disease; 0.092% of 330,000 active; P04062; N370S GC spleen homogenate, 4MU-glucoside fluorescence; AID 2101; Potency, µM (highest dose often 59.4 µM), for the others: at the highest dose activity change, negative = inhibition, most hits filed as inhibitors;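 note: 0% = full enzyme activity and -100% = no enzyme basal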
* hit, by the source's call; ? = inconclusive; . = not tested or not shown; & = joins results of further samples; [ ] = dose if it differs, or a comment. Calls come from the whole dose curve; as a rule, active = well fitted curve in the direction sought with a large enough effect; inconclusive = small, poorly fitted or top-dose-only effect, or another doubt; inactive = no such curve, though single readings can be large; an effect the other way counts as inactive or inconclusive. Unless noted, % is set by controls: 0 for no effect and ±100 for the full control effect; potency is the fitted concentration of half-maximal effect.

SMILES	FEN1 inh	TDP1 block	N370S GC
O=C(CCC(=O)Nc1ccc(Oc2ccccc2)cc1)NCCO	-2%	6%	-6%
O=C(Nc1ccccc1)c1ccc(-c2ccc(Br)cc2)o1	-5%	-2%	7%
COc1ccc2c(c1)C1NC(=S)NC(C)(O2)C1C(=O)Nc1ccc(C)cc1C (stereo not given)	-1%	3%	8%
CC1CCC2(CC1)NC(=O)N(CC(=O)Nc1sc3c(c1C(N)=O)CCC3)C2=O (stereo not given)	-30%	?	-3%
Cc1cc(C)c(OCC(=O)OC(C)C(=O)NC2CC2)c(C)c1 (stereo not given)	-9%	1%	-17%
COc1ccc(S(=O)(=O)N2CCCCCC2)cc1NC(=O)CN1C(=O)NC(C)(c2ccc(C)cc2)C1=O (stereo not given)	0%	-5%	-6%
Cc1[nH]nc(NCCO)c1[N+](=O)[O-]	11%	-3%	24%
Cc1nn(C)c(C)c1CNC(=O)c1nn2c(c1Cl)NC(c1cccs1)CC2C(F)(F)F (stereo not given)	-1%	-1%	2%
CN(C)CC(=O)c1c(N)n(Cc2ccccc2)c(=O)n(C)c1=O	-9%	2%	3%
Cc1c(Cl)cccc1NC(=O)Cn1cnc(S(=O)(=O)N2CCCC2)c1	19%&19%	2%&2%	-8%
CC(Sc1nnc(NC2CCCCC2)s1)C(=O)Nc1ccc2c(c1)C(=O)c1ccccc1C2=O (stereo not given)	8%	8%	1%
COC(=O)C(Cc1ccccc1)NS(=O)(=O)c1cc(Br)ccc1Br (stereo not given)	-3%	2%	-3%
O=C(OCC(=O)N1CCC(Cc2ccccc2)CC1)c1ccccc1	-7%	-5%	4%
Cc1cc(C)c(C)c(Cn2c(CO)nc3ccccc32)c1C	1%	8%[56.1 µM]	-1%
COC(=O)c1c(NC(=O)c2cc3nc(-c4ccc(OC)cc4)cc(C(F)(F)F)n3n2)sc2c1CCCC2	-6%	2%	.
COC(=O)CN1C(=S)N(c2ccc(OC)cc2)C(=O)/C1=C/c1ccc(OC)cc1	5%	7%	-3%
Cc1c(CCC(=O)N[C@@H](C)C(=O)O)c(=O)oc2cc3occ(-c4ccccc4)c3cc12	-10%	.	-11%
CCc1cc2c(c(CC)n1)CCC(=O)N2Cc1ccc(-c2ccccc2-c2nn[nH]n2)cc1	.	7%[56.1 µM]	-8%
Cc1cc(C)cc(N(C(=O)CCC(=O)Nc2ccccn2)C(C(=O)NC(C)C)c2ccc(O)cc2)c1 (stereo not given)	.	4%	-19%
CN(C)c1ccc(NC(=O)CSc2nc3ccccc3c(=O)n2C2CCCCC2)cc1	-2%	11%	16%
CC1C/C(=N/O)C(C)CN1 (stereo not given)	-7%	4%	-1%
Cc1cccc2cc(C#N)c(NCCNS(=O)(=O)c3ccc4c(c3)OCCO4)nc12	-12%	1%	-2%
CCN(CC)CCNCc1ccc(OCc2ccc(Cl)nc2)c(OC)c1	10%	0%	-12%
O=C(Nc1ccc(C(=O)N2CCCCC2)cc1)C1CCCCC1	11%	-1%	22%
Cn1nnnc1SCC(=O)NCc1cc([N+](=O)[O-])ccc1O	-10%	-4%	-9%
CCNC(=O)O/N=C(\C)c1sc(-c2ccccc2)nc1C	-3%	-2%	-3%
O=C(CNC(=O)c1ccc(Br)cc1)OCC(=O)c1ccccc1	8%	2%	-2%
COc1ccc(Cn2ccc3nc(C)c(C(=O)N4CCN(c5ccccc5)CC4)cc3c2=O)cc1	1%	-1%	.
CC(C)(C)NC(=O)NC(=O)COC(=O)c1cccc(OC(F)F)c1	4%	2%	9%
O=C(Nc1cc(Sc2ccccn2)cc([N+](=O)[O-])c1)c1cccc(Cl)c1	-10%	-3%	19%
O=C(c1cc2nc(-c3ccccc3)cc(-c3ccccc3)n2n1)N1CCN(C(=O)c2ccco2)CC1	-15%	0%	4%
NC1=NC(=Nc2cccc(Cl)c2)c2ccccc21	-5%	0%	4%
CCc1ccc(NC(=O)CN(CC(=O)Nc2ccc(CC)cc2)CC(C)O)cc1 (stereo not given)	-34%	.	-17%
CN(C)S(=O)(=O)c1ccc(C(=O)OCC(=O)c2csc(N3CCCCC3)n2)cc1	0%	-7%	.
COc1cc(/C=C(\C#N)c2nnc(N3CCOCC3)n2-c2ccccc2)ccc1O	17%	0%	-4%
CCN(CC)S(=O)(=O)c1ccc(C(=O)NC(=S)N(CCC#N)Cc2cccnc2)cc1	23%	5%	3%

In the list so far, these have fluorine:
SMILES	FEN1 inh	TDP1 block	N370S GC
Cc1nn(C)c(C)c1CNC(=O)c1nn2c(c1Cl)NC(c1cccs1)CC2C(F)(F)F (stereo not given)	-1%	-1%	2%
COC(=O)c1c(NC(=O)c2cc3nc(-c4ccc(OC)cc4)cc(C(F)(F)F)n3n2)sc2c1CCCC2	-6%	2%	.
CC(C)(C)NC(=O)NC(=O)COC(=O)c1cccc(OC(F)F)c1	4%	2%	9%

Back to the main list with the 3 entries that preceded the break.
SMILES	FEN1 inh	TDP1 block	N370S GC
CN(C)S(=O)(=O)c1ccc(C(=O)OCC(=O)c2csc(N3CCCCC3)n2)cc1	0%	-7%	.
COc1cc(/C=C(\C#N)c2nnc(N3CCOCC3)n2-c2ccccc2)ccc1O	17%	0%	-4%
CCN(CC)S(=O)(=O)c1ccc(C(=O)NC(=S)N(CCC#N)Cc2cccnc2)cc1	23%	5%	3%
Nc1ccc(-c2cnc(-c3ccc(N)cc3)nc2)cc1	-18%	-2%	0%
O=C(NNc1ccccc1F)C1CCC1	12%	6%	6%
O=C(NCc1nc(-c2ccccc2)no1)Nc1ccc(F)cc1	-16%	4%	-16%
C/C(=N\Nc1ccc(Cl)c(C(=O)O)c1)c1ccc2c(c1)OCO2	3%	-2%	3%
COc1cccc([C@@H]2Oc3ccc(OC)cc3[C@H](O)[C@H]2O)c1	.	5%	2%
CCn1c(SCC(=O)N/N=C/c2c[nH]c3ccccc23)nnc1-c1ccc(C(C)(C)C)cc1	-14%	8%	-12%
C=CCn1c(SC(C)C(=O)NCc2ccc3c(c2)OCO3)nc2scc(-c3ccccc3)c2c1=O (stereo not given)	-18%	-7%	5%
O=C1c2cccnc2C(=O)N1C1CCCCC1	-6%	-5%	16%
COC(=O)C(C(C)=O)C1=C/C(=N\S(=O)(=O)c2ccc(C)cc2)c2ccccc2C1=O (stereo not given)	-16%	1%	14%
O=C(Nc1ccccc1)C(=O)Nc1cccnc1	4%	-5%	-9%
CCOC(=O)Cc1csc(N/N=C/c2ccccc2)n1	5%	3%	-12%
O=c1cc(-c2ccc(O)c(O)c2)oc2cc(O)c([C@@H]3O[C@H](CO)[C@@H](O)[C@H](O)[C@H]3O)c(O)c12	?	6%&17%	-16%
Cn1cccc1C(=O)OCc1cc(-c2ccco2)on1	-12%	7%	.
CC(C)(C)NC(=O)c1cccc2c1OC(C)(C)C2	-3%	-3%	2%
CC(=O)COc1ccc2c(-c3ccccc3)cc(=O)oc2c1C	-1%	.	-10%
CCCOc1cccc(C(=O)N2CCN(C(=O)C3CCCO3)CC2)c1 (stereo not given)	-7%	4%	-2%
COc1ccc2oc(C(=O)OCC(=O)N3CCC(C)CC3)c(C)c2c1	-7%	1%[56.1 µM]	6%
CC(C)NC(=O)COc1ccc2c(c1)C(=O)CC(C)(C)O2	-2%	0%	21%
CCc1cccc(C)c1Nc1nc2ccccc2n2cnnc12	5%	.	-7%
O=c1ccn([C@@H]2O[C@H](COP(=O)(O)OP(=O)(O)O)[C@@H](O)[C@H]2O)c(=O)[nH]1	.	5%[56.1 µM]	-6%&1%
O=S(=O)(NCc1ccc(F)cc1)c1ccccc1Br	15%&-15%	-2%	.
NC(=O)CSc1nnc(Cn2c(=O)sc3ccccc32)n1-c1ccccc1	0%	-3%	1%
COc1ccc(C(=O)OCC(=O)N2CCCCC2)cc1[N+](=O)[O-]	13%	2%	-8%
COCCN(C(=O)CCCc1nc2ccccc2s1)c1c(N)n(CC(C)C)c(=O)[nH]c1=O	-18%	3%	.
O=C(NC1CCCCC1)C1CCCN(S(=O)(=O)c2ccc(Br)s2)C1 (stereo not given)	-9%	2%	12%
COC(=O)C1(O)CC(C(C)C)=NN1C(=O)c1ccc(Cl)cc1 (stereo not given)	-8%	6%	-8%
CC(C)(CO)CN1CCC(n2nccc2NC(=O)C2CCCC2)CC1	6%	1%	0%
O=C(N/N=C/c1ccc(-c2ccc([N+](=O)[O-])cc2)o1)c1cccnc1	-11%	-14%	-9%
COc1cc(OC)c2ccc(=O)oc2c1C(CC(=O)N1CCOCC1)c1ccc(N(C)C)cc1 (stereo not given)	-1%	.	1%
COc1ccc(C)cc1NC(=O)CSc1nnc(-c2cc3cccc(OC)c3o2)n1N	-4%	-6%	-10%
CC(=O)Nc1ccc(-n2cc(-c3ccccc3)[nH]c2=S)cc1	-10%	4%	-9%
Cc1c(-c2ccccc2)n[nH]c1C(=O)N=Nc1c(O)[nH]c2ccccc12	-3%	0%	-8%
CCOC(=O)C1CCCN(c2nc3ccccc3nc2NS(=O)(=O)c2ccc(C)cc2)C1 (stereo not given)	2%	-5%	.
CN1CCN(CC(=O)O)CC1	-17%	4%	-1%
Cc1nc2ccc(NS(=O)(=O)c3ccccc3F)cc2s1	-5%	2%	.
CCN(CC)S(=O)(=O)c1ccc(OC)c(NC(=O)c2cc(=O)[nH]c3ccccc23)c1	-5%	-3%	-12%
Cc1c(CCC(=O)NCC(=O)NCC(=O)O)c(=O)oc2cc3oc4c(c3cc12)CCCC4	0%	.	5%
COC(=O)c1c(NC(=O)c2ccccc2)sc(C(N)=O)c1C	1%	2%	13%
COc1ccc(S(=O)(=O)N2CCc3ccccc32)cc1C(=O)OCc1nnc(-c2ccccc2)o1	13%	0%	?
O=C(O)/C=C/C(=O)NCCc1ccccc1	3%	3%	2%
COC(=O)c1cc(Nc2cc(C)c3c(O)cccc3n2)cc(C(=O)OC)c1	-15%	3%	-9%
O=C(N/N=C/c1ccccn1)c1cc(C2CC2)[nH]n1	11%	9%	6%
Cc1ccc(C(=O)OCC(=O)N2CCOCC2)c(C)c1	8%	1%	-16%
CCc1ccc(NC(=O)C/C(C)=N/NC(=O)COc2ccc(C)cc2Br)cc1	-10%	.	-1%
CCSc1ccc(C(=O)Nc2cccc(C)n2)cc1[N+](=O)[O-]	-3%	5%	8%
CCOc1ccc(OCC)c(NC(=O)c2nnn(CC(=O)Nc3cc(C)cc(C)c3)c2N)c1	-8%	0%	-2%
COc1ccc(CCNC(=O)COC(=O)c2cc(OC)c(OC)cc2OC)cc1OC	-2%	3%	3%
Cc1sc(NC(=O)C2=COCCO2)c(C(N)=O)c1C	1%	.	-12%

Quoted at random: two records from the list, in no set order.
SMILES	FEN1 inh	TDP1 block	N370S GC
CCOc1ccc(OCC)c(NC(=O)c2nnn(CC(=O)Nc3cc(C)cc(C)c3)c2N)c1	-8%	0%	-2%
Cc1c(CCC(=O)NCC(=O)NCC(=O)O)c(=O)oc2cc3oc4c(c3cc12)CCCC4	0%	.	5%

(further entries)
SMILES	FEN1 inh	TDP1 block	N370S GC
CC(=O)CSc1ccc(S(=O)(=O)N2CCN(C)CC2)cn1	2%	-3%[56.1 µM]	.
CN1CCc2c1nc1ccccc1c2N (tested in a mixture with another compound)	-5%	6%	?
Cc1cccc(CC2C(=O)Nc3ccccc32)c1 (stereo not given)	18%	-2%	.
CCOc1ccccc1CN1C(=O)C2(OCCO2)c2ccccc21	-18%	.	-3%
C=CC[C@@H]1C=C[C@@H](O/N=C(/C)CCC(=O)OC[C@@H]2O[C@H](C#Cc3ccccc3)C=C[C@@H]2Oc2ccc(C)cc2)[C@@H](CO)O1	.	2%[21 µM]	8%[12.8 µM]
CN(CCC#N)C(=O)COC(=O)c1ccc(Cl)c(S(N)(=O)=O)c1	-7%	-6%	1%
Cc1cc(-c2nnco2)c(C)n1-c1ccccc1	0%	9%	2%
Cc1noc(NS(=O)(=O)c2ccc(NC(=O)C(C)C)cc2)c1C	0%	9%	-1%
C(=N\n1cnc2ccccc21)/c1cccnc1	-4%	7%	6%
CN(CCN1CCc2ccccc2C1)Cc1nc(-c2ccc3c(c2)OCO3)no1	7%	0%	-8%
CCCCOc1ccc(NC(=O)c2cc(F)c(F)cc2Cl)cc1	2%	3%	-16%
COc1ccc(CC(NC(C)=O)C(=O)NC2CCN(C(=O)c3ccc([N+](=O)[O-])cc3)CC2)cc1OC (stereo not given)	20%	.	?
CC(C)CN(C#N)c1nc(N2CCOCC2)nc(N2CCOCC2)n1	-1%	4%	?
O=C(COC(=O)Cc1ccsc1)Nc1ccc(Cl)cn1	0%	0%[56.1 µM]	.
Cc1ccc(-n2nc3c(=O)n(CC(=O)NCc4ccc(C)o4)nc(C)c3c2C)cc1	-2%	4%	10%
Cc1ccc(-n2ncc(C(=O)NCCCN3CCCCC3)c2C2CCN(C(=O)OC(C)(C)C)CC2)c(C)c1	0%	5%	.
O=C(CCCC(=O)N(c1ccc2c(c1)OCCO2)C(C(=O)NC1CCCCC1)c1ccc(Cl)cc1)Nc1ccccn1 (stereo not given)	-2%	5%	2%
